# Source: PubChem BioAssay (National Center for Advancing Translational Sciences (NCATS))
# USP1 inh: inhibitors of human USP1/UAF1 deubiquitinase. Potency, µM (highest dose often 57.1 µM), for inactives: top-dose activity change, negative = inhibition, hits mostly inhibitors. actives 0.23% (n = 390,000). AID 743255. O94782. recombinant USP1/UAF1, Ub-Rhodamine cleavage fluorescence; also: potency is read from the fitted curve at half-maximal effect; % is scaled to controls: 0 for no effect and ±100 for the full control effect; nearly all actives have a fitted effect of over 60% in size; inactives centre near -12
#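 1 nM enzyme complex + cpd, 15 min RT; start with Ub-Rho 150nM final; kinetic fluorescence ex 480/em 540, 6 reads q60 s. Buffer 50mM HEPES pH 7.8, 0.5mM EDTA, 0.1 mg/ml BSA, 1mM TCEP, 0.01% Tween-20.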
# TRHR enhancer: TRH receptor (human) allosteric enhancement | P34981 | AID 493056 | TRHR cells, fluo-8 calcium fluorescence, EC20 TRH enhancement | enhancement, % at 2 µM | actives 0.66% (n = 360,000); in the data active = enhancement above about 30%; also: 0% is about no effect
#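 TRHR-expressing cells loaded with fluo-8 calcium dye were read kinetically (ex 480/em 530) during compound addition, then stimulated with an EC20 of TRH (10 nM final). Enhancement of the Gq-mediated intracellular calcium response was scored.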
# D2 ag: agonists of human D2 dopamine receptor. activation, % at 2 µM. actives 0.53% (n = 340,000). HEK293 T-REx D2 cells, calcium flux agonist mode;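 active = activation over 3 SD above normal in the single-dose calcium agonist read, cut at about 30% in these data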; also: 0% is about no effect
# Target sequence (P14416 whole entry, looked up): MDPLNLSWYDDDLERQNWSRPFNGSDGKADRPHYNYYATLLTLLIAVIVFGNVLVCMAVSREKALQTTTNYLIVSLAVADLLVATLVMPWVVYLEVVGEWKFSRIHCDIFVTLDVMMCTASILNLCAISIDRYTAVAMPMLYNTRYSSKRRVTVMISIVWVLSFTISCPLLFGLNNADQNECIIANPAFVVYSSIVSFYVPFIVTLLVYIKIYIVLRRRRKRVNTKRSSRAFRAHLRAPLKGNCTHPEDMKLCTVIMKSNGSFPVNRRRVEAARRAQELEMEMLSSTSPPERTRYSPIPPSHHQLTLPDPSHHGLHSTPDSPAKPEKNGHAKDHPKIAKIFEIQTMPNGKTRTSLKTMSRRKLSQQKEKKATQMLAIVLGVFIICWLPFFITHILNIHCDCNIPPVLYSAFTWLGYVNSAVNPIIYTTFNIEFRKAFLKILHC
#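 Tetracycline-induced HEK293 T-REx cells with force-coupled D2 receptor, plated overnight at 30 C, loaded with no-wash calcium dye. After a 10 s baseline, compound was pin-added and calcium flux read kinetically for 180 s; calcium rises flagged agonists.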
# PI4K2A block: inhibitors of human PI4K2A | actives 0.13% (n = 420,000) | AID 1346378 | activity change, negative = inhibition, % at 76.9 µM | Q9BTU6 | purified PI4K2A, ADP-Glo luminescence, 1 h; hits give low values; in the data active = activity change below about -50%; inconclusive = mostly about -30% to -49%;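 also: -100% = wells without enzyme as full effect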
#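 PI4K2A activity was measured by ADP-Glo luminescence: enzyme (4 ug/mL stock) and phosphatidylinositol (1.2 mM stock) in Tris pH 7.5/MgCl2/EGTA/Triton X-100 buffer were reacted with ATP (300 microM stock) for one hour at ambient temperature.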
# mIDH1 inhibitor: human IDH1 R132H inhibition; O75874; IDH1-R132H enzyme, NADPH consumption, diaphorase/resazurin fluorescence; Potency, µM (highest dose often 76.6 µM), without a hit: top-dose activity change, negative = inhibition, hits mostly inhibitors; actives 0.093% (n = 390,000); also: potency is read from the fitted curve at half-maximal effect; % is scaled to controls: 0 for no effect and ±100 for the full control effect; nearly all actives have a fitted effect of over 65% in size
#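 IDH1-R132H (0.5 ug/mL dispensed) in pH 7.5 Tris buffer was preincubated 30 min with compound, then given a substrate mix of 0.016 mM NADPH and 2 mM alpha-KG for 80 min at room temperature; remaining NADPH was read by diaphorase/resazurin fluorescence.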
# D2 antag: D2 dopamine receptor (human) antagonism | actives 2% (n = 340,000) | inhibition, % at 10 µM | HEK293 TREx D2 cells, calcium flux, dopamine EC80; in the data active = inhibition above about 30%; also: 0% is about no effect
#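 Inhibition of EC80 dopamine-driven calcium flux, recorded kinetically, defines activity here; cells are a tetracycline-induced HEK293 T-REx line expressing force-coupled D2.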
# TrxR1 inh: blocks rat thioredoxin reductase 1; O89049; recombinant rTrxR1, NADPH fluorescence consumption, selenite substrate; Potency, µM (titrated, usually from 114 µM), inactives show top-dose activity change, negative = inhibition, actives largely listed as inhibitors; actives 1% (n = 390,000); AID 588453; also: potency is read from the fitted curve at half-maximal effect; % is scaled to controls: 0 for no effect and ±100 for the full control effect; nearly all actives have a fitted effect of over 65% in size
# Target sequence (O89049 whole entry, looked up): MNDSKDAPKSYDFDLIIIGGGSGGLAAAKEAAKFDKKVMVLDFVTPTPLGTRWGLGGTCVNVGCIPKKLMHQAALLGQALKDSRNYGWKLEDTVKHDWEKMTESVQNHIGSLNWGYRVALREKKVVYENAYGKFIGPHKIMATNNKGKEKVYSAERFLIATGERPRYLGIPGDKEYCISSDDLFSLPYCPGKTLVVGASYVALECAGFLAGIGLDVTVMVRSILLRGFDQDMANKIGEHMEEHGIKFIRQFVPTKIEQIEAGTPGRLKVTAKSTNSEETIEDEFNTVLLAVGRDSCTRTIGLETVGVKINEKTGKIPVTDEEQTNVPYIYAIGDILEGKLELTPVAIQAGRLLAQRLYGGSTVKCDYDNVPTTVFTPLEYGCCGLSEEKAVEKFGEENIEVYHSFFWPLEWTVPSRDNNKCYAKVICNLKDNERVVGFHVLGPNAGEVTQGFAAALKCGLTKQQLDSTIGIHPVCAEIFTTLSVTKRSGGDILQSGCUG
#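 Rat TrxR1 (90 nM in the dispensed reagent) was pre-reduced with 400 uM NADPH for 5 min at room temperature, then incubated with compound for 15 min. After 400 uM selenite was added, NADPH fluorescence (Ex 340/Em 450 nm) was followed for 8 min.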
# TRHR ag: TRH receptor (human) agonism | AID 493084 | activation, % at 2 µM | actives 0.18% (n = 360,000) | TRHR cells, calcium flux fluo-8, FDSS agonist mode | P34981; in the data active = activation above about 30%; also: 0% is about no effect
#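 TRHR-expressing cells loaded with fluo-8 calcium dye; 23 nL library compound pin-transferred, kinetic FDSS fluorescence (Ex 480/Em 530) recorded about 180 s for agonist-induced calcium release, before a 10 nM TRH EC20 addition for potentiator mode.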
# TrxR1 substrate: substrates of rat thioredoxin reductase 1; O89049; purified TrxR1 substrate turnover, NADPH consumption readout; Potency, µM (top dose mostly 114 µM), inactives show at the top dose activity change, negative = substrate turnover; actives 0.01% (n = 390,000); AID 588456; also: potency is read from the fitted curve at half-maximal effect; % is scaled to controls: 0 for no effect and ±100 for the full control effect; nearly all actives have a fitted effect of over 50% in size
#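 Rat TrxR1, dispensed at 90 nM, was prereduced with 400 uM NADPH (final) for 5 min at ~22 deg C, then incubated with compound 15 min before 400 uM selenite. A first-read NADPH fluorescence drop versus no-compound background flagged substrates.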
# An asterisk follows results filed as active; ? = inconclusive; · = no result given; & = joins results of further samples; [ ] = remark or other dose. Unless noted, calls follow the shape of the dose curve; as a rule, active = well fitted inhibition curve with a large enough effect; inconclusive = small, poorly fitted or top-dose-only effect; inactive = no such curve, though single readings can be large or run the other way.
molecule	USP1 inh	TRHR enhancer	D2 ag	PI4K2A block	mIDH1 inhibitor	D2 antag	TrxR1 inh	TRHR ag	TrxR1 substrate
COc1ccc(C2SCCN2C(=S)Nc2ccc(Cl)cc2)cc1 (centres undefined)	0%	6	0.5	4	6%	0	-14%	0.0	-15%
Cc1cc(C(=O)N/N=C/c2cccc([N+](=O)[O-])c2)c(C)n1-c1ccccc1	-11%	17	-1.3	3	18%	-4	-6%	-0.8	-4%
Cc1ccc(Cc2cnc(NC(=O)C3Cc4ccc(C)cc4C(=O)O3)s2)cc1 (centres undefined)	-24%	7	-0.6	0	-3%	·	27%	0.2	2%
CC(=O)Nc1ccc(NC(=O)C(C)OC(=O)c2ccccc2NS(=O)(=O)c2cccs2)cc1 (centres undefined)	-13%	4	0.4	-7	18%	-2	-5%	-0.3	-2%
CCCCn1c(SCc2ccccc2C)nc2ccsc2c1=O	-7%	-3	0.9	-3	14%	·	3%[57.1 µM]	1.0	1%[57.1 µM]
Cc1ccccc1Nc1nc(N)nc(C)c1Br	-2%	·	·	9	8%	·	10%	·	3%
Cc1nc2ccc([N+](=O)[O-])cc2s1	-22%	-1	1.7	0	2%	-3	24%[57.1 µM]	0.1	8%[57.1 µM]
CC(C)C[C@H](NC(=O)N1CCn2c1nc1ccccc12)C(=O)N1CCCCC1	-21%	-6	0.3	-2	4%	-2	32%[activator]	1.8	4%
COc1ccc(CNC(=O)CNC(C)c2ccc(F)cc2)cc1 (centres undefined)	-18%	-4	-0.7	-2	0%	-26	7%	-0.2	5%
O=C(c1ccc(F)cc1)C1CCN(C(=O)Nc2ccccc2Cl)CC1	-11%	50*	0.2	1	7%	0	2%	0.1	-3%
COc1ccccc1Nc1nn2c(=O)c3ccc(C(=O)N4CCC(C)CC4)cc3nc2s1	-26%&-12%	-3&2	-0.2&-0.6	-1&6	-3%&24%	-1	19%&17%	0.1&0.0	1%&-6%
COc1ccc(-c2nc(SCC(=O)NC3CCCC3)c(-c3ccc(F)cc3)[nH]2)cc1	2%	-4	4.4	2	0%	·	8%	3.3	-10%
Cc1ccc(OCC(=O)N/N=C\c2cccs2)c([N+](=O)[O-])c1	-5%	-3	0.1	-2	4%	11	22%[57.1 µM]	-0.6	-19%[57.1 µM]
Cc1csc2nc(COC(=O)c3ccc(NC(=O)C(C)C)cc3)cc(=O)n12	-18%	-3	2.0	-10	10%	·	-6%[57.1 µM]	1.2	-3%[57.1 µM]
CC(=O)Oc1cc(O)c2c(=O)c(OC(C)=O)c(-c3ccc(OC(C)=O)c(OC(C)=O)c3)oc2c1	-14%	·	·	1	?	·	?	·	-12%

# Arranged by value in TRHR enhancer (descending): 3 from the list above.
SMILES	TRHR enhancer
CC(=O)Nc1ccc(NC(=O)C(C)OC(=O)c2ccccc2NS(=O)(=O)c2cccs2)cc1 (centres undefined)	4
Cc1csc2nc(COC(=O)c3ccc(NC(=O)C(C)C)cc3)cc(=O)n12	-3
CC(C)C[C@H](NC(=O)N1CCn2c1nc1ccccc12)C(=O)N1CCCCC1	-6

# Next part:
molecule	USP1 inh	TRHR enhancer	D2 ag	PI4K2A block	mIDH1 inhibitor	D2 antag	TrxR1 inh	TRHR ag	TrxR1 substrate
COC(=O)c1ccc(CN2[C@H](C(=O)OC)C[C@@]3(O)[C@@H](O)[C@@H](O)[C@@H](O)C[C@@H]23)cc1	-22%	5	0.1	1	-2%	21	19%	0.1	5%
Cc1ccc(NC(=O)COC(=O)c2ccnn2C)cc1	-9%	9	-0.5	0	2%	-4	30%	-0.6	13%
CCCC1NC(=S)N(C2CCCCC2)C1=O (centres undefined)	-15%	-11	1.1	-3	7%	4	-13%	0.3	-9%
CCOc1cc(N2CCOCC2)c(OCC)cc1NC(C)C(=O)N1CCN(CC)CC1 (centres undefined)	-22%	-1	0.4	?	15%	-10	5%[57.1 µM]	0.9	3%[57.1 µM]
COc1ccc(N(CC(=O)N/N=C/c2ccccc2OC)S(=O)(=O)c2ccccc2)cc1	-18%	-4	0.1	-1	5%	-13	-5%[57.1 µM]	0.3	-5%[57.1 µM]
Cc1ccc(NC(=O)CSc2nnc(-c3ccccc3C)o2)cc1C	-6%	-1	0.2	2	1%	-13	12%	-0.1	-2%
Cn1ccnc1SCC(=O)Nc1ccc2c(c1)OCO2	-2%	5	3.6	-3	0%	-13	21%	-0.3	1%
CCOC(=O)c1cc(-c2ccccc2)n(CCC(=O)Nc2ccc(Cl)c(C(F)(F)F)c2)c1C	10%	-4	·	-1	-14%	·	23%[57.1 µM]	3.3	5%[57.1 µM]
NC(=O)c1ccsc1NC(=O)CCc1ccccc1	-9%	-3	0.0	5	-2%	-5	36%[11.4 µM]	0.0	-3%
Cc1cccc(C)c1NC(=O)CSc1nnc(-c2ccco2)n1N	-13%	2	0.8	1	2%	-4	-19%	-0.4	-2%
CCOC(=O)C1=NNC(C(=O)OCC)C1C(=O)OCC (centres undefined)	11%	·	·	-22	-7%	·	21%[57.1 µM]	·	6%[57.1 µM]
CCCCN(C(=O)c1ccc(-c2ccc([N+](=O)[O-])cc2)o1)c1c(N)n(CCCC)c(=O)[nH]c1=O	-11%	0	0.2	-5	-2%	19	-3%	0.3	-1%
Cc1cccc(CCNC(=O)c2cc(S(=O)(=O)N3CCCCC3)c[nH]2)c1	-19%&-5%	2&0	-0.6&-0.8	-4&7	3%&14%	4	10%&-15%	-1.3&0.2	-4%&-8%
CC(C)(C)NC(=O)NC(=O)COC(=O)CNC(=O)C1CCCCC1	-1%	0	0.3	4	-1%	-6	20%[57.1 µM]	1.3	-4%[57.1 µM]
O=C(c1ccc2ccccc2n1)N1CCN(S(=O)(=O)c2ccc(Cl)cc2)CC1	-13%	·	·	3	1%	·	16%[57.1 µM]	·	7%[57.1 µM]
Cc1cc(NC(=O)c2cccs2)ncc1NC(=O)C(C)(C)C	-11%	-5	1.7	-20	18%	6	21%	0.8	-1%
COc1cnn(-c2cccc(C)c2)c(=O)c1Cl	-18%	1	-0.1	2	0%	-7	1%	-0.3	-2%
CCSc1nc(-c2cccc(Cl)c2)nc2c1Cc1c(CO)cnc(C)c1O2	7%	-7	1.4	-4	-8%	·	-7%	0.5	1%
O=[N+]([O-])c1ccc(N/N=C/c2cccc(O)c2O)c(S(=O)(=O)N2CCOCC2)c1	1%	-2	0.5	-8	2%	-2	?	0.1	0%
O=C(CCc1nc2ccccc2[nH]1)Nc1ccc2c(c1)OCCO2	-7%	1	·	-2	10%	·	10%	-0.6	9%
C/C(CC(=O)Nc1ccc(Cl)cc1C(F)(F)F)=N\NC(N)=S	-1%	-2	·	1	9%	·	0%[57.1 µM]	-0.3	2%
CC(=O)N/C(=C\c1ccccc1)C(=O)OCC(=O)NC1CCS(=O)(=O)C1 (centres undefined)	-12%	-2	0.5	-1	4%	9	3%	-0.2	-4%
COc1cc(C2C(C(C)=O)=C(O)C(=O)N2c2ccc(Br)cn2)ccc1O (centres undefined)	-8%	-4	-0.9	7	0%	24	-15%	-0.5	-13%
CC(=O)Nc1n[nH]c(-c2ccc(C)cc2)c1C	-1%	0	1.0	-3	-10%	-6	10%	0.2	4%
COC(=O)CCSc1cc(NCCOC(C)=O)c([N+](=O)[O-])c2nonc12	-15%	3	0.3	-6	1%	3	44%[0.0914 µM]	-0.4	-20%&-11%
CCN(Cc1ccccc1)C(=O)CN1C(=O)c2ccccc2C1=O	-19%	0	·	-2	6%	·	22%	1.0	6%
COc1ccc(OCCN(C)CC(=O)Nc2c(C)cccc2C)cc1	-13%	7	-0.5	-13	0%	-1	8%[57.1 µM]	0.6	3%[57.1 µM]
CCCCCSc1nc2c(c(=O)[nH]c(=O)n2C)n1CCc1ccccc1	-7%	-31	-0.2	-2	-1%	9	19%[57.1 µM]	0.0	3%[57.1 µM]
CC1=Nc2ccc(C)cc2/C1=C/c1c(N)n2c(S(=O)(=O)C(C)C)nsc2nc1=O	-25%	10	-0.9	-8	0%	-11	?	0.6	-11%
COC(=O)[C@H](C)N(Cc1ccc(Cl)c(Cl)c1)S(=O)(=O)CCN1CCCC1	-14%	·	·	-4	24%	·	3%	·	1%
COc1ccc(CN2C(=O)c3cccnc3C2=O)cc1S(=O)(=O)N1CCOc2ccccc21	-20%	-4	0.4	2	-1%	2	40%[activator]	0.7	21%
CCC(C)N(C(=O)CSc1nnc(-c2ccco2)n1C)C1CCS(=O)(=O)C1 (centres undefined)	-4%	23	0.5	-4	6%	18	-14%	0.8	3%
Cc1ccc(S(=O)(=O)N2CCN(c3ccc([N+](=O)[O-])c4cccnc34)CC2)cc1	-18%	2	-1.3	2	9%	0	-7%	0.5	-9%
C/C(CCC(=O)O)=N/Nc1ccc([N+](=O)[O-])cc1[N+](=O)[O-]	-12%	23	1.2	1	-1%	7	?	-0.1	-21%
CC(=O)CSc1nc2c(c(=O)[nH]c(=O)n2C)n1CCCc1ccccc1	-18%	-6	0.6	7	5%	-11	4%	-0.3	0%
COc1ccc(-c2cn[nH]c2C)cc1OC	-13%	0	0.0	-15	2%	3	0%[57.1 µM]	-0.5	-4%[57.1 µM]
Cc1cc(C)c2oc(-c3ccc(C)c(NC(=O)/C=C/c4ccco4)c3)nc2c1	-23%	0	-0.8	-3	-6%	·	3.2µM*	-0.4	13%[11.4 µM]
O=C(Nc1cc(Cl)ccc1Cl)c1ccc(-c2ccccc2)cc1	-3%	9	-0.3	-2	-1%	-16	2%	1.0	-1%
CCCN1C(=O)c2ccc(C(=O)Nc3ccc4c(c3)OCO4)cc2C1=O	-11%	-6	0.2	1	5%	6	-6%	0.8	-1%
